SKN-1 block: inhibitors of C. elegans SKN-1 | 360,000 compounds, 0.49% hits | AID 624304 | C. elegans VP596 Pgst-4::GFP/RFP ratio, acrylamide-induced, 24 h | inhibition, % at 21.8 µM;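 active = interference check ratio from 0.5 to 1.5 plus GFP to RFP signal ratio inhibition reaching or exceeding a fixed threshold, cut at about 30% in these data, passing the limit was not always enough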; also: some compounds called inactive have numbers as strong as hits
MsrA inh: inhibitors of bovine MsrA; purified bovine MsrA, absorbance read-out; inhibition, % at 15.5 µM; 360,000 compounds, 0.75% hits; in the data active = inhibition above about 4.5%;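 also: 0% = vehicle wells with enzyme and 100% = reference inhibitor wells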
MLLE-PAM2 inh: blocks PAM2 peptide binding to the PABP1 MLLE domain | P11940 | 360,000 compounds, 0.36% hits | GST-MLLE / FITC-PAM2 fluorescence polarization | AID 588489 | inhibition, % at 20 µM; in the data active = inhibition above about 35%, passing the limit was not always enough;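 also: plate controls were DMSO wells with GST-MLLE for no effect and wells lacking GST-MLLE protein for full effect; some results filed as inactive read as strong as hits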
Target sequence (P11940 whole entry, looked up, the tested form may be a part): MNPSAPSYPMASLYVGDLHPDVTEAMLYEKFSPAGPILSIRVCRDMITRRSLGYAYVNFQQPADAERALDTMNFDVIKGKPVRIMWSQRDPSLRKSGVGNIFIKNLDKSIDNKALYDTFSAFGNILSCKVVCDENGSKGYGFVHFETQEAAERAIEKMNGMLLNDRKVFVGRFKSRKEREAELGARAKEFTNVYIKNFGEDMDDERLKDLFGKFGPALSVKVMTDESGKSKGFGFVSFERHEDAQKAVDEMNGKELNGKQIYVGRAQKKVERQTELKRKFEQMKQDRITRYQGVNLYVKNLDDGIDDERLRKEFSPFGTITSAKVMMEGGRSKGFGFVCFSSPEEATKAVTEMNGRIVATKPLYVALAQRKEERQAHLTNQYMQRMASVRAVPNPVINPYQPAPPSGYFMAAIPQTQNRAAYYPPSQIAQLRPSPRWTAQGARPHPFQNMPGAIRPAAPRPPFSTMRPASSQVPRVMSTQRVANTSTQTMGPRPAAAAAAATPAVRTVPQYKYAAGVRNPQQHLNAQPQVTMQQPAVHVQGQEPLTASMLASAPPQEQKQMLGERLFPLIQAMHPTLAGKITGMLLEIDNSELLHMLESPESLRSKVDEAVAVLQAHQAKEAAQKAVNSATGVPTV
CendR NRP1 mod: alters CendR peptide binding to human NRP-1; O14786; FAM-RPARPAR peptide binding to NRP-1, fluorescence polarization; inhibition, % at 25 µM; 360,000 compounds, 0.85% hits;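 active = inhibition or corrected inhibition above about 18%, plus a signal ratio from 0.5 to 1.5, limit read from the data, passing the limit was not always enough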; also: strong numbers were not always called active
eLon inh: inhibitors of E. coli Lon protease | P0A9M0 | inhibition, % at 7.94 µM | purified E. coli Lon protease, fluorescence polarization | 360,000 compounds, 0.42% hits; in the data active = inhibition above about 13%, passing the limit was not always enough;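 also: 0% = enzyme with probe and DMSO and 100% = no enzyme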
TbMetRS inhib: blocks T. brucei methionyl-tRNA synthetase activity; 360,000 compounds, 0.4% hits; inhibition, % at 11.9 µM; purified T. brucei MetRS, ATP depletion, Kinase-Glo luminescence;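 active = inhibition above a per-plate cutoff of the control wells' mean inhibition plus 3 SD, cut at about 5.5% in these data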;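 also: 0% = DMSO wells median and 100% = median of wells with control inhibitor compound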
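Measured by: Kinase-Glo luciferase luminescence reporting remaining unconsumed ATP. Material: purified T. brucei MetRS enzyme. Doses: 11.9 µM compound single dose, 0.9% DMSO. Medium: HEPES buffer containing pyrophosphatase, BSA, spermine, DTT. Times: 15 min preincubation, 2 h reaction, all 25 °C. Reagent: methionine, ATP and bulk E. coli tRNA.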
MT1-MMP act inh: blocks activation of human MT1-MMP; GFP/RFP ratio change, % at 20 µM; 360,000 compounds, 0.061% hits; P50281; AID 651647; HT1080 RFP-PRO-GFP cells, GFP/RFP ratio fluorescence, overnight; percent of plate control window, DMSO zero;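 active = GFP/RFP ratio change of at least 30% with cell ATP level not reduced by more than half and red fluorescence within 50% of control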; also: strong numbers were not always called active
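Test system: HT1080 cells expressing an RFP-PRO-GFP fluorescent reporter construct / Compound dosing: single-point 20 µM compound, 1% DMSO / Schedule: cells overnight before dosing, compound overnight, 37 °C, 5% CO2 / Evaluation: GFP/RFP fluorescence ratio / Control set: DMSO and RFP-L50D-GFP cell wells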
FAS TE block: blocks the thioesterase domain of human fatty acid synthase; recombinant FAS-TE, OMFH fluorogenic substrate, fluorescence endpoint; inhibition, % at 15 µM; 360,000 compounds, 0.67% hits;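 active = compounds whose normalised, plate-corrected inhibition of enzyme fluorescence in the single-dose primary screen is 50% or more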;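 also: 0% = DMSO with enzyme and 100% = substrate without enzyme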
bovine MsrA act: bovine methionine sulfoxide reductase A activation; purified bovine MsrA, absorbance read-out; activation, % at 10.6 µM; 360,000 compounds, 0.3% hits; AID 602163; in the data active = activation above about 7.5%;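 also: 0% = vehicle and 100% = reference activator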
Active calls of the source: *; . = no result given; & = joins results of further samples.

SMILES,SKN-1 block,MsrA inh,MLLE-PAM2 inh,CendR NRP1 mod,eLon inh,TbMetRS inhib,MT1-MMP act inh,FAS TE block,bovine MsrA act
CC1=N/C(=C/c2ccc([N+](=O)[O-])cc2)C(=O)N1c1ccc(Cl)cc1Cl,-1.5,-1.1,10.0,-2.0,-7.5,0.5,2.2,10.3,-1.3
O=C(Nc1ccc2c(c1)OCO2)C1CCCCN1S(=O)(=O)c1ccccc1 (stereo not drawn),-4.5,0.1,0.1,2.8,-6.2,-0.7,-0.7,-0.5,-3.5
COc1ccc(S(=O)(=O)N2CCC(C(=O)Nc3ccc(F)cc3)CC2)c2cccnc12,10.5,0.3,-2.4,-4.9,1.5,-0.5,-0.7,-0.6,-3.2
CCOC(=O)c1c(S(=O)(=O)N2CCN(c3ccc(F)cc3)CC2)c(C)n(C)c1C,5.4,-0.7,-9.6,7.9,-2.2,-0.4,-0.9,11.1,-1.4
CCCCc1cc(O)c(CCCC)c(O)c1,2.3,0.4,-2.9,8.5,5.7,-0.7,-6.9,13.5,-2.2
O=C(Nc1c(-c2ccc(Cl)cc2)[nH][nH]c1=O)c1ccc(Br)cc1,-7.0,-1.1,-3.9,3.6,-5.8,0.1,3.9,36.5,-0.5
CN(C)c1ccc(C(=O)OCC(=O)NCCCc2ccccc2)cc1,0.3,3.7,-0.4,-0.4,-1.0,-1.2,0.6,4.4,-3.0
O=C(COC(=O)CNC(=O)c1ccc(Cl)cc1Cl)NC1CC1,-6.0,0.5,3.4,4.0,2.5,-0.1,-6.8,-5.2,-8.3
C=CCn1c(N)cc(=O)nc1SCC(=O)Nc1cccc2ccccc12,0.3,-1.2,3.0,0.7,-7.2,0.2,-1.4,-6.4,-1.1
Cc1ccc(NC(=O)C(OC(=O)c2ccc(F)cc2)c2ccccc2)cc1Cl (stereo not drawn),10.1,3.3,-5.7,2.4,2.8,0.3,.,2.2,-3.5
COc1nc(Nc2cccc(C(F)(F)F)c2)nc(OC)n1,20.8,-1.2,-8.1,15.4,3.4,-0.6,-8.4,6.9,2.9
COc1ccc(OC)c(-c2cc(C(=O)Nc3c(C)nn(Cc4ccccc4Cl)c3C)no2)c1,26.0,0.3,-1.5,-15.7,-8.5,-0.3,-13.2,22.7,-1.7
COc1ccc(Cl)cc1S(=O)(=O)n1ccnc1C(C)C,7.4,.,3.2,-2.4,16.9*,-0.7,-0.9,-1.7,2.4
Cc1cccc(CC(C)NC(=O)c2cc(COc3ccc(C)c(C)c3)on2)n1 (stereo not drawn),7.6,1.0,14.8,-6.1,3.5,-0.1,-0.7,-9.7,-3.1
COc1ccc(CC(=O)NC(C)c2nnc(SCc3nc4ccccc4c(=O)[nH]3)n2C)cc1 (stereo not drawn),10.0,-0.7,-7.4,22.0,3.3,0.1,1.2,-7.6,2.5
CCOC1=C2CN(S(=O)(=O)c3ccc(C)cc3)C(c3ccccc3)CC2N(S(=O)(=O)c2ccccc2Cl)C(c2ccccc2)C1 (stereo not drawn),7.7,-0.3,.,0.0,.,-0.3,7.2,.,.
C=CC[C@H](CC(=O)NCCO)C(=O)N[C@@H](COC(=O)[C@@H](CC=C)CC(=O)OC(C)(C)C)Cc1c[nH]c2ccccc12,8.4,0.8,-16.5,-4.1,1.8,-0.3,-1.2,-0.9,-0.2
COc1ccc(-n2nc(C(=O)NCC(=O)NCCCN3CCN(C)CC3)c3ccccc3c2=O)cc1OC,6.6,0.2,4.5,-3.4,2.5,0.4,1.6,-2.3,-4.0
Cc1cccc(NC(=O)c2nc[nH]c2C(=O)NCC(=O)OCc2ccccc2)c1,-21.7,0.6,-2.5,8.8,2.4,-0.3,0.6,24.2,-9.6
CN(Cc1ccccc1)S(=O)(=O)c1ccc2[nH]cc(C(=O)NCC3CCCO3)c(=O)c2c1 (stereo not drawn),-1.1,-0.2,4.0,-0.4,-8.2,-0.5,3.9,13.4,-3.7
CS(=O)(=O)N1CCN(c2ncnc3c2cnn3-c2ccccc2)CC1,-3.5,0.8,-0.2,-5.2,-9.0,-0.7,0.3,-4.0,-6.7
O=C(CC(CC(=O)c1ccc(Br)cc1)c1cccnc1)c1ccc(Br)cc1,8.6,-0.9,2.7,-1.7,0.8,-0.6,1.1,12.4,-2.3
CN(C)S(=O)(=O)c1cccc(NC(=O)c2ccc(COc3ccccc3)cc2)c1,5.0,0.0,-8.3,1.9,-1.5,1.2,-6.0,24.6,-2.0
O=C(Nc1nccs1)c1ccccn1,-11.7,0.6,-18.6,-8.0,-2.3,-0.2,1.3,-7.1,-9.6
COc1ccc(CC(=O)Nc2cccc(C(=O)Nc3ccccc3C(=O)O)c2)cc1OC,5.1,0.8,-6.5,-15.7,-0.5,0.3,1.8,-2.2,2.0
CN(C)CCNc1nc(-c2ccccc2F)c2sccc2n1,4.6,0.1,-4.3,2.4,-1.6,-0.5,0.8,-8.3,-11.0
CCOC(=O)c1c(-c2ccc(C)cc2)csc1NC(=O)CCN1CC(C)OC(C)C1 (stereo not drawn),11.5,-0.3,7.7,5.0,4.0,-0.8,-6.4,11.5,-8.7
c1ccc(CC2CNc3ccccc3CN2)cc1 (stereo not drawn),-1.1,-0.1,-2.9,3.3,0.2,0.2,3.3,-7.3,-2.4
CCOC(=O)Cc1nn(C(C)C)c(=O)c2ccccc12,1.5,0.6,10.5,3.4,-2.3,-1.1,-1.7,-3.5,-1.2
O=C(N/N=C/c1c(Cl)[nH]c2ccccc12)c1ccc2c(c1)OCCO2,5.7,2.6,-6.8,16.0,10.1,0.4,1.9,6.8,-3.6
S=C(Nc1ccccc1)Nc1ccc(Br)cn1,5.5,-0.1,12.3,12.3,-8.8,0.1,3.7,-2.1,-3.2
O=C(OCc1nnc(-c2ccc([N+](=O)[O-])cc2)o1)C1CCN(C(=O)c2ccc(Cl)cc2)CC1,-10.6,0.1,-8.6,-4.0,-5.5,-0.4,2.5,42.3,-4.7
O=C(NCC1CCCN1S(=O)(=O)c1ccccc1)c1cccc(Cl)c1 (stereo not drawn),5.8,1.8,-15.0,-12.8,-16.2,-0.4,1.3,0.3,-3.7
CCN(CCn1cccn1)C(=O)c1ccc(OC2CCN(C(=O)COC)CC2)cc1,9.2,-0.7,15.9,8.1,0.3,-0.4,-1.7,0.3,-1.6
Cc1ccc(C(=O)NNC(=O)CSc2n[nH]c(-c3cccnc3)n2)cc1,0.4,0.5,11.5,-1.4,4.3,-1.4,6.0,-7.1,-12.3
Cc1ccc(C(=O)N/N=C(\CC(C)C)c2ccccc2)cc1,3.8,0.0,2.1,-8.7,3.5,-0.7,2.3,-5.7,-4.8
COCCN1C(=O)N[C@@H](c2ccccc2)[C@H](C(=O)OC)[C@H]1C,-5.4,-1.2,5.9,9.3,-6.7,-0.2,1.5,-7.1,-0.5
Cc1cc(C(=O)N/N=C/c2ccccn2)n[nH]1,8.0,0.0,1.4,-6.6,4.9,-0.1,4.8,-3.2,-3.0
CC(=O)/C=C(\C)Nc1ccccc1O,5.7,-0.3,0.8,-6.5,4.4,-1.4,0.9,-7.4,-2.6
Cc1ccc(NC(=O)c2c(C)noc2-c2snnc2C)cc1,-19.8,-0.1,-3.6,-6.3,8.6,-0.4,-1.4,32.6,-2.1
CCc1ccc(-c2csc(NC(=O)c3cccnc3)n2)cc1,-6.2,0.0,-14.4,-1.7,-4.8,-0.9,-8.1,-3.2,-1.1
Cc1cccc(N(C)S(=O)(=O)c2csc(C(N)=O)c2)c1,11.1,0.5,7.5,2.3,2.8,0.0,2.7,-0.1,-2.4
O=[N+]([O-])c1cc2c(cc1/C=N/NS(=O)(=O)c1ccc(Br)cc1)OCO2,11.1,1.8,22.7,2.7,3.8,0.2,-3.5,4.4,-4.5
Cc1ccc(NC(=O)CSCc2n[nH]c(=O)[nH]2)c(Br)c1,6.7,-1.4,-2.3,7.7,2.5,0.1,-0.4,-6.4,-1.7
Cc1cccc(NC(=S)N(CCN2CCOCC2)Cc2cc3cc4c(cc3[nH]c2=O)OCCO4)c1,10.9,3.0,-42.0,0.6,-2.1,0.5,-5.2,2.6,-3.1
CNC(=O)COC(=O)c1c2c(nc3ccccc13)CCC2,-8.8,0.1,-18.6,4.9,-10.6,-0.4,-4.4,-5.6,-6.2
O=c1cc(CO)oc(C(Nc2ccccn2)c2ccccc2F)c1O (stereo not drawn),4.5,0.0,21.3,-1.8,-2.5,0.2,2.0,2.5,0.5
CCOc1nc2cnccc2n(CC(=O)Nc2cccc(C)c2)c1=O,-1.7,-0.8,-1.6,-15.8,-3.7,0.6,2.8,-2.9,-3.2
Cc1nnc(Cl)c2nn(-c3ccccc3)c(C)c12,3.3,-0.7,-11.9,0.3,-3.1,1.0,0.1,-7.6,-4.8
O=c1oc2cc(O[C@@H]3OC[C@@H](O)[C@H](O)[C@H]3O)ccc2c2ccccc12,-1.8,0.1,13.4,-1.4,-9.9,0.5,3.2,-3.6,-2.1
C[n+]1c2n(c3ccccc31)N=C(c1ccccc1)CS2,-8.8&5.9,0.6&0.9,35.4&28.7,0.3&7.2,-5.5&5.4,-0.4&-0.1,0.3&0.1,-6.5&-9.1,-2.3&-1.4
COc1cc(O)oc1C=Nc1ccc(C(=O)O)cc1,-2.3,3.8,7.1,13.2,-3.6,-1.5,0.6,-13.6,-3.8
O=C1CC(c2ccccc2F)C2=C(COC2=O)N1 (stereo not drawn),3.5,-0.2,-6.4,-1.1,3.3,-1.4,0.7,-5.6,-13.1
COc1ccc(CNC(=O)CCSCc2ccccc2Cl)c(OC)c1,10.8,-1.0,-7.8,-3.0,-6.0,0.1,1.8,-0.4,-3.4
CCOC(=O)CSc1nc2c(cnn2-c2ccc(F)cc2)c(=O)[nH]1,2.3,0.2,-10.7,0.9,-4.9,-0.9,-3.6,-1.5,-1.5

Assay outcomes as filed in PubChem BioAssay.
